Screening data as filed in PubChem BioAssay.
tim23-1 inh: tim23-1 yeast growth inhibition; S. cerevisiae tim23-1 growth, BacTiter-Glo luminescence, 24 h; inhibition, % at 20 µM; actives 1.3% (n = 330,000);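 active = growth inhibition of the mutant yeast at or above 50%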;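 also: temperature-sensitive mutant grown at 25 °C; plate controls were DMSO-treated mutant yeast for no effect and medium wells lacking yeast for full effect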
Mdm2-MdmX inh: inhibitors of human Mdm2/MdmX interaction; SaOS-2 split-luciferase Mdm2/MdmX complementation, luminescence; O15151+Q00987; AID 485346; actives 3% (n = 330,000); inhibition, % at 8 µM;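 active = inhibition of at least 50% at 8 µM in the primary screen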
NLRP3 yeast inh: inhibitors of NALP3 inflammasome in yeast. Yeast reconstituted NLRP3/ASC/caspase-1, beta-gal luminescence, 24 h. inhibition, % at 10 µM. actives 0.39% (n = 330,000);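 active = inhibition of 50% or more; inactive = inhibition below 50%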;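 also: plate controls were induced DMSO wells for no effect and uninduced yeast grown without galactose for full effect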
XBP1 UPR activ: adaptive UPR (XBP1) activation; CHO-XBP1 luciferase reporter, IRE1-XBP1 UPR activation, luminescence; percent of tunicamycin response, DMSO as zero; activation, % at 20 µM; actives 0.33% (n = 330,000); AID 463104;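 active = versus positive control, 20 µM dose yields 30% or more activation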;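 also: 100% = tunicamycin at 10 µg/mL and 0% = DMSO only wells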
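Material: CHO cell line with stable XBP1 luciferase reporter; schedule: 16-18 h cell attachment at 37 °C, then 6 h compound exposure; signal: glow luminescence from Steady-Glo reagent; medium: serum-containing F12 medium, 10% FBS; benchmarks: tunicamycin 10 µg/mL and vehicle-only wells; read-out: percent activation relative to tunicamycin reference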
GRIN3A LBD mod: modulators (binders) of human NR3A ligand-binding domain; NR3A LBD differential scanning fluorimetry, Tm shift; 0% = protein alone, 100% = glycine-bound protein; Tm shift relative to glycine control, % at 25 µM; actives 2.5% (n = 340,000);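 active = melting temperature shift of at least 10% of the positive control shift, at one fixed dose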
APJ agonist: APJ receptor agonism | CHO-K1 APJ PathHunter beta-arrestin, luminescence; 0% DMSO wells, 100% apelin | activation, % at 20 µM | actives 0.11% (n = 330,000);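 active = activation more than six SD over the plate average, tested at 20 µM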;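 also: 0% = DMSO alone and 100% = apelin-13 at 10 nM; some results filed as inactive read as strong as hits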
Target sequence (P35414 whole entry, looked up): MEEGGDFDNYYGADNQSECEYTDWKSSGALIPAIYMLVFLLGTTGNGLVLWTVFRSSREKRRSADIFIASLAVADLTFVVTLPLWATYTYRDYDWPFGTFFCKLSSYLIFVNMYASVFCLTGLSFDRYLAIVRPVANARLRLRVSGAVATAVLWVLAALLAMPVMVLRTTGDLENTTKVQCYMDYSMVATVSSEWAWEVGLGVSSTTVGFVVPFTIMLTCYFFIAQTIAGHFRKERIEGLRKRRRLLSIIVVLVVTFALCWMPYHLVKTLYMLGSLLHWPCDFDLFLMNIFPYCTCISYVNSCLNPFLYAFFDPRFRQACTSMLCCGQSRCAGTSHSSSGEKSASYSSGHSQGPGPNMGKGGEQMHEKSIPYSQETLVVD
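Incubation: overnight seeding, 90 min compound at 25 °C, 1 h detection; test system: PathHunter CHO-K1 APJ (AGTRL-1) beta-arrestin reporter cells; amount: 1000 cells/well; doses: one dose, 20 µM compound, 1% DMSO; measured by: beta-gal luminescence; measure: agonist-driven arrestin binding to APJ; benchmarks: negative DMSO alone, positive Apelin-13 at 10 nM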
TIM10 inh: TIM10 yeast growth inhibition; S. cerevisiae TIM10 strain growth, BacTiter-Glo luminescence, 24 h; inhibition, % at 10 µM; actives 1.4% (n = 330,000);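 active = inhibition of 40% or more at the single tested concentration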;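 also: wild-type TIM10 isogenic control strain grown at permissive 25 °C; 0% = DMSO yeast wells and 100% = minimal medium wells without yeast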
UPR CHOP act: activators of apoptotic arm of unfolded protein response (CHOP) | activation, % at 10 µM | actives 0.34% (n = 330,000) | CHO-CHOP luciferase reporter, UPR activation, luminescence; percent of tunicamycin response over DMSO baseline;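 active = at 10 µM dose, activation of 40% or more, normalized to positive control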;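 also: 100% = tunicamycin at 10 µg/mL and 0% = DMSO alone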
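assay system = CHO CHOP reporter cells | amount = 500 CHO-CHOP cells per well | buffer or medium = F12 with 10% FBS | incubation = 16-18 h cell attachment, then 6 h compound exposure, 37 °C | detection = luminescence read with Steady-Glo | read-out = percent activation relative to tunicamycin control | controls = tunicamycin high control, DMSO low control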
tim10-1 inh: inhibits growth of tim10-1 mutant yeast; S. cerevisiae tim10-1 ts strain growth, BacTiter-Glo, 24 h; inhibition, % at 20 µM; actives 2.2% (n = 330,000); AID 463190;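 active = inhibition of at least 40%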;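 also: mutant grown at 25 °C; 0% = DMSO wells with yeast and 100% = wells holding no yeast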
* marks the source's active call; other numbers are inactive results; x = not tested or not shown. No enrichment for hits (roughly 8.2% active in at least one column).

SMILES | tim23-1 inh | Mdm2-MdmX inh | NLRP3 yeast inh | XBP1 UPR activ | GRIN3A LBD mod | APJ agonist | TIM10 inh | UPR CHOP act | tim10-1 inh
CN(Cc1cn(-c2ccccc2)nc1-c1ccc(Cl)cc1)C(=O)CCC(=O)O | 17.2 | 20.8 | 14.8 | 0.6 | 1.9 | 3.3 | 20.2 | 0.8 | 13.2
Nc1nc(-c2ccccc2)nn1S(=O)(=O)c1ccccc1 | 31.3 | 4.0 | 11.3 | 4.6 | 0.2 | -4.6 | 18.9 | -0.4 | 8.8
CC(C)c1nc(SCC(=O)Nc2ccc(N3CCOCC3)cc2)c2ccccc2n1 | 28.8 | 53.0* | -0.7 | 2.2 | 1.7 | -5.2 | 26.4 | -0.6 | 30.2
CC1(c2ccccc2Cl)NC(=O)N(CC(=O)NC(=O)NCc2ccco2)C1=O (stereo not drawn) | 4.8 | -4.9 | 10.6 | 0.8 | -0.7 | -2.4 | 3.0 | 0.9 | 5.9
Cc1c(OCC(=O)N[C@@H](Cc2ccccc2)C(=O)O)ccc2c3c(c(=O)oc12)CCC3 | 13.7 | 7.6 | -4.3 | 0.0 | 0.8 | -1.9 | 2.0 | 2.9 | 5.6
COC(=O)CCC(=O)N1CCCC(CO)(Cc2ccccc2)C1 (stereo not drawn) | -3.2 | -73.8 | 3.3 | 4.6 | -1.3 | -5.1 | -4.2 | 3.6 | 14.1
O=c1c(Oc2ccccc2)coc2cc(O)cc(O)c12 | 33.2 | -13.8 | 2.4 | -0.9 | -0.5 | -5.9 | 23.1 | -1.0 | 31.6
CCCCCn1c(=O)[nH]c2cc(C(=O)NCc3ccccn3)ccc2c1=O | -13.8 | 3.2 | -4.9 | -1.6 | -0.8 | -2.7 | -18.9 | 0.1 | -10.1
O=C(NCCCC1CCCC1)C1CCC(=O)N(Cc2ccccc2F)C1 (stereo not drawn) | 3.0 | 4.4 | 4.1 | -2.7 | 0.4 | -6.8 | -1.9 | -0.2 | 7.2
O=C(/C=C/c1ccc(N2CCC(c3ccccc3)=N2)cc1)c1ccccc1 | 11.8 | -12.5 | -7.9 | 3.2 | 29.6* | -2.2 | 43.5* | 4.0 | 41.3*
Cc1ccccc1C1c2[nH]c3ccccc3c2C[C@H]2C(=O)N(C3CC3)CC(=O)N12 (stereo partly drawn) | 15.1 | 11.3 | 3.2 | 2.6 | -2.4 | -3.7 | -4.8 | 2.5 | 26.2
Cc1ccc(-n2nc(C)c3c(=O)[nH]c(C(F)(F)F)nc32)cc1 | 10.0 | 9.1 | 11.9 | -1.4 | x | 1.1 | 16.1 | 2.7 | 19.6
COc1ccccc1CCNC(=O)CSc1ccc(-c2ccco2)nn1 | 6.4 | 4.8 | -3.3 | -1.1 | -1.1 | -2.6 | 6.2 | -1.0 | 16.2
COc1ccccc1/C=N\Nc1cn[nH]c(=O)c1Cl | -7.4 | 28.2 | 13.6 | 0.9 | -2.4 | -1.0 | 0.4 | -0.7 | 17.8
COc1ccc2oc(C(=O)N3CCN(c4ncccn4)CC3)c(C)c2c1 | 26.4 | 33.3 | 31.5 | -6.7 | -0.6 | -0.6 | 13.3 | -0.1 | 25.0
CC1CCC/C(=N\NC(=O)c2ccncc2)C1 (stereo not drawn) | 15.1 | -5.2 | 13.1 | -0.5 | -2.4 | -8.2 | -3.9 | -1.9 | 16.2
COc1ccccc1-c1ccc(/C=N/O)o1 | 25.3 | -12.0 | 28.6 | 1.3 | -2.1 | -0.2 | -15.1 | -0.7 | -12.8
C=CC[C@@H](CC(=O)NCCO)C(=O)NC[C@H](OC(=O)[C@@H](CC=C)CC(=O)OC(C)(C)C)c1ccccc1 | 10.4 | -10.1 | 10.4 | 1.2 | -2.5 | -2.3 | 2.8 | -0.8 | 0.7
Cc1c(NC(=O)C(C)OC(=O)c2cccc(S(=O)(=O)N3CCOCC3)c2)c(=O)n(-c2ccccc2)n1C (stereo not drawn) | 7.8 | -15.3 | -2.6 | -1.1 | 1.8 | -2.6 | -13.4 | -1.4 | -15.2
Cc1cc(C)cc(N(CC(=O)NC2CCCC2)S(=O)(=O)c2c(C)[nH]c(=O)[nH]c2=O)c1 | 2.6 | 2.6 | 4.9 | -0.7 | 1.6 | -4.6 | -1.7 | 0.1 | 10.4
Cc1ccc(S(=O)(=O)Nc2ccc(N3CCOCC3)cc2)cc1C | 3.9 | 23.8 | 26.4 | -6.1 | -2.3 | -2.1 | -24.4 | 2.8 | 4.4
COc1ccccc1N1C(=O)c2ccccc2NC1c1cc(OC)c(OC)c(OC)c1 (stereo not drawn) | 14.1 | 11.1 | 6.8 | -1.6 | -2.3 | -2.8 | -1.5 | 1.8 | 5.0
O=C(O)c1cccc(N/N=C/c2cccs2)c1 | 20.5 | -51.3 | 9.2 | -7.2 | 1.7 | 3.4 | -0.8 | -10.6 | 6.2
COC(=O)c1ccc(C)c(NC(=O)CN(c2ccccc2)S(=O)(=O)N(C)C)c1 | 9.4 | 1.6 | 1.1 | -5.1 | -1.0 | -1.7 | 17.1 | -0.4 | 8.6

An excerpt of these results, with each value named.
> O=C(NCCCC1CCCC1)C1CCC(=O)N(Cc2ccccc2F)C1 (stereo not drawn)
  tim23-1 inh: 3.0; Mdm2-MdmX inh: 4.4; NLRP3 yeast inh: 4.1; XBP1 UPR activ: -2.7; GRIN3A LBD mod: 0.4; APJ agonist: -6.8; TIM10 inh: -1.9; UPR CHOP act: -0.2; tim10-1 inh: 7.2

> O=C(/C=C/c1ccc(N2CCC(c3ccccc3)=N2)cc1)c1ccccc1
  tim23-1 inh: 11.8; Mdm2-MdmX inh: -12.5; NLRP3 yeast inh: -7.9; XBP1 UPR activ: 3.2; GRIN3A LBD mod: 29.6*; APJ agonist: -2.2; TIM10 inh: 43.5*; UPR CHOP act: 4.0; tim10-1 inh: 41.3*

> Cc1ccccc1C1c2[nH]c3ccccc3c2C[C@H]2C(=O)N(C3CC3)CC(=O)N12 (stereo partly drawn)
  tim23-1 inh: 15.1; Mdm2-MdmX inh: 11.3; NLRP3 yeast inh: 3.2; XBP1 UPR activ: 2.6; GRIN3A LBD mod: -2.4; APJ agonist: -3.7; TIM10 inh: -4.8; UPR CHOP act: 2.5; tim10-1 inh: 26.2

> Cc1ccc(-n2nc(C)c3c(=O)[nH]c(C(F)(F)F)nc32)cc1
  tim23-1 inh: 10.0; Mdm2-MdmX inh: 9.1; NLRP3 yeast inh: 11.9; XBP1 UPR activ: -1.4; GRIN3A LBD mod: x; APJ agonist: 1.1; TIM10 inh: 16.1; UPR CHOP act: 2.7; tim10-1 inh: 19.6

(continued)
SMILES | tim23-1 inh | Mdm2-MdmX inh | NLRP3 yeast inh | XBP1 UPR activ | GRIN3A LBD mod | APJ agonist | TIM10 inh | UPR CHOP act | tim10-1 inh
Cc1nnc(NC(=O)CSc2ncnc3c2cnn3-c2ccccc2C)s1 | -4.7 | 19.6 | 0.7 | -0.2 | -5.1 | 3.6 | -10.1 | -1.6 | -11.3
COCCn1c(-c2ccccc2)nc2c(c(=O)c3ccccc3n2C)c1=O | 16.9 | -9.1 | 0.3 | -0.6 | x | -1.7 | -5.9 | 0.2 | 4.9
Cc1nn2c(C)c(C(=O)Nc3ccccc3)cnc2c1-c1ccccc1 | 11.3 | 30.1 | 29.0 | -3.8 | -7.7 | 2.6 | 3.3 | 0.1 | 2.3
O=C(Nc1ccccc1)Nc1cccc2cccnc12 | 49.2 | -161.9 | 42.3 | 4.3 | 13.4* | 0.1 | 39.8 | 5.7 | 11.7
CC(C)(C)C(=O)Nc1sc2c(c1C#N)CCC2 | 8.3 | 12.0 | -10.3 | -1.8 | -2.9 | 2.1 | -10.2 | -0.2 | -0.3
CCNC(=S)NNC(=O)C(c1ccccc1)c1ccccc1 | -1.0 | 17.1 | 24.8 | -3.9 | -1.1 | 0.9 | 13.4 | -0.2 | 4.1
CC1(C)Cc2c(C#N)c(SCCC#N)nc(N3CCOCC3)c2CO1 | 9.0 | 12.0 | 5.8 | -3.7 | 1.4 | -0.6 | -13.0 | 0.4 | 6.0
Cc1ccc(C2(C)NC(=O)N(CC(=O)NC(=O)NCCC(C)C)C2=O)cc1 (stereo not drawn) | 18.5 | -0.9 | 15.1 | -4.3 | 0.8 | 1.0 | 0.8 | -1.8 | -5.1
CC(C(=O)N1CCOCC1)N1C(=O)C2C3C=CC(C4CC34)C2C1=O (stereo not drawn) | 7.9 | -16.2 | 22.1 | -1.9 | -3.4 | 1.1 | -7.3 | -1.5 | 16.2
CCCN(CCC)C(=O)C1CCCN(S(=O)(=O)c2ccc3c(c2)oc(=O)n3C)C1 (stereo not drawn) | 20.1 | 5.3 | -6.5 | -3.3 | 1.5 | -10.2 | 10.0 | -0.3 | 27.3
CC1=Nc2ccccc2N=C(NC(=O)CSC(=S)N2CCN(C)CC2)C1c1ccccc1 (stereo not drawn) | 12.7 | 8.2 | 25.6 | 0.2 | -2.1 | 0.0 | 19.3 | 2.5 | 30.3
Clc1ccc(-c2csc(NNC3=NCCCCC3)n2)cc1 | 17.4 | 7.1 | 14.5 | -1.5 | 1.6 | -3.2 | 6.8 | 2.5 | 31.3
CC1CCc2nc3ccccc3c(C(=O)OCC(=O)NC3CCS(=O)(=O)C3)c2C1 (stereo not drawn) | -5.2 | 28.1 | -0.8 | -0.7 | -0.5 | -3.1 | -2.7 | 0.6 | 12.0
CC1CCc2c(sc(NC(=O)/C=C/c3cccs3)c2C(=O)O)C1 (stereo not drawn) | 40.9 | 26.4 | 41.2 | -5.4 | -2.3 | 0.7 | 1.0 | 9.2 | -23.9
CC(NC(=O)/C(C#N)=C/c1ccco1)c1ccccc1 (stereo not drawn) | 6.5 | -20.8 | -5.7 | 2.6 | -2.1 | 0.6 | -25.8 | -0.1 | -5.4
COc1cc(N)c(Cl)cc1C(=O)OCC(=O)Nc1cccnc1Cl | -3.5 | -2.6 | 25.5 | 6.8 | 3.3 | 4.6 | -14.3 | 2.4 | -18.3
COc1ccc(C(=O)Nc2cccc(NC(=O)c3ccc(OC)cc3OC)n2)c(OC)c1 | -26.2 | -10.4 | 23.1 | -1.3 | 3.6 | -3.6 | -24.2 | 3.2 | -20.9
Nc1c(-c2cccc(Cl)c2)cnn1-c1cccc([N+](=O)[O-])c1 | 33.3 | 4.7 | 50.4* | 0.9 | -4.1 | 1.3 | 12.5 | 3.5 | 30.2
Cc1ccc(CN2CCN(/N=C/c3cc(Br)ccc3F)CC2)cc1 | 19.6 | -6.4 | 21.7 | -5.0 | 0.9 | -1.7 | 5.1 | -0.6 | 7.4
CCOC(=O)c1sc2nc(C)nc(Nc3ccc(OC)c(OC)c3)c2c1C | 38.5 | 33.5 | 12.1 | 3.4 | -0.8 | -1.5 | -3.8 | 0.2 | -9.8
CCCOc1ccc(NC(=O)CNC(=O)c2cc(OC)cc(OC)c2)cc1OCCC | 21.2 | 18.1 | 21.3 | -4.1 | -1.2 | -0.7 | 7.1 | 1.0 | -18.3
COC(=O)C1CCN(c2cc(Cl)nc(N)n2)CC1 | 6.1 | -1.8 | -12.1 | 1.2 | -0.6 | -0.6 | -2.3 | -0.2 | 8.5
